Bioassay records as filed in PubChem.
esBAF inh – inhibitors of esBAF chromatin remodeling in mouse ES cells; Bmi1-luciferase knock-in reporter, 24 h; 100% = twice the neutral-well signal; reporter increase, % at 12.5 µM; 2% of 350,000 active; AID 602393; in the data active means activation above about 40%;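 further: 0% = median of the plate's neutral control wells and 100% = double that signal; a rise in the Bmi1 reporter signal indicates esBAF inhibition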
RAD52 anneal inh – blocks human RAD52 DNA annealing. recombinant RAD52 DNA annealing, FRET fluorescence. 0.46% of 360,000 active. P43351. inhibition, % at 18.7 µM. AID 651710;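 active means every replicate showing at least 50% inhibition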
E-selectin induc – E-selectin induction on HUVECs | P16581 | HUVEC E-selectin immunofluorescence imaging; normalized: neutral wells 0, TNF-alpha wells 100 | activation, % at 7.58 µM | 0.37% of 260,000 active;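 active means mean E-selectin-positive cell signal at least 10% of the positive control, reached in at least 60% of replicates, without over 20% cell loss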;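 further: in these data hits start at about 27%; measured in HUVEC primary endothelial cells; signal is the percent of cells scored E-selectin positive by PE staining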
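Read-out basis: % PE-positive cells; Test system: HUVEC primary endothelial cells; Technique: immunofluorescence imaging; Dosing: single-point compound dose.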
Xi reactivation – activators of X-chromosome reactivation in mouse fibroblasts; XiGFP mouse fibroblasts, % GFP-positive cells imaging, 3 d; cells co-treated with 5-aza-dC sensitizer; scaled so ellipticine positive control = 100%; activation, % at 7.58 µM; 0.055% of 360,000 active; AID 743238;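 active means mean normalized replicate activation at least 10% and every replicate at or above 10%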;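 further: 0% = median of on-plate neutral control wells and 100% = ellipticine 6 µM median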
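Assay system – SV40-immortalized XiGFP fibroblast cells, line 68-5-11 · Buffer or medium – DMEM supplemented with 5-aza-dC as sensitizing agent · Dosing – one concentration, pinned · Benchmarks – positive control ellipticine, 6 µM final · Times – 3 days compound exposure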
S100A4 MyoIIA – inhibitors of human S100A4 binding to myosin IIA peptide; P26447; S100A4/TAMRA-MyoIIA peptide fluorescence polarization; inhibition, % at 10.7 µM; 0.14% of 360,000 active;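 active means mean inhibition of at least 70% across replicates, with every replicate also reaching that level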
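System – human S100A4 monomer protein, biochemical binding assay · Buffer or medium – Calcium-containing HEPES buffer, pH 7.2 · Timing – 5 min between mix addition and reading · Also added – TAMRA-labelled myosin IIA heavy-chain peptide probe, 5 nM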
ERp5 inh – inhibitors of human ERp5; ERp5 insulin aggregation, absorbance 650 nm, 90 min; inhibition, % at 9.99 µM; 0.05% of 350,000 active; AID 651711;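 active means mean replicate inhibition above about 25%, with every replicate also reaching it, limit read from the data, passing the limit was not always enough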
RAD54 inh – RAD54 (human) branch migration inhibition. 0.14% of 360,000 active. inhibition, % at 10.4 µM. RAD54 Holliday junction branch migration, FAM/BHQ fluorescence. AID 602329. Q92698;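 active means mean normalized replicate activity at least 40 and at least half of replicates scoring 40 or more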;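 further: 0% = median of neutral control wells and 100% = median of positive control wells; inhibitors cause a drop in the FAM fluorescence signal; in these data hits start at about 50%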
ERAP1 HTS inh – ERAP1 (human) enzyme inhibition; Q9NZ08; recombinant ERAP1, Leu-AMC fluorescence, 60 min; inhibition, % at 10.7 µM; 0.15% of 340,000 active;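 active means mean replicate inhibition of at least 30%, or all replicates individually reaching that 30% level; inactive means mean below 30% and not every replicate reaching it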;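 further: 0% = neutral control wells and 100% = L-leucinethiol positive control wells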
Target sequence (Q9NZ08 whole entry, looked up): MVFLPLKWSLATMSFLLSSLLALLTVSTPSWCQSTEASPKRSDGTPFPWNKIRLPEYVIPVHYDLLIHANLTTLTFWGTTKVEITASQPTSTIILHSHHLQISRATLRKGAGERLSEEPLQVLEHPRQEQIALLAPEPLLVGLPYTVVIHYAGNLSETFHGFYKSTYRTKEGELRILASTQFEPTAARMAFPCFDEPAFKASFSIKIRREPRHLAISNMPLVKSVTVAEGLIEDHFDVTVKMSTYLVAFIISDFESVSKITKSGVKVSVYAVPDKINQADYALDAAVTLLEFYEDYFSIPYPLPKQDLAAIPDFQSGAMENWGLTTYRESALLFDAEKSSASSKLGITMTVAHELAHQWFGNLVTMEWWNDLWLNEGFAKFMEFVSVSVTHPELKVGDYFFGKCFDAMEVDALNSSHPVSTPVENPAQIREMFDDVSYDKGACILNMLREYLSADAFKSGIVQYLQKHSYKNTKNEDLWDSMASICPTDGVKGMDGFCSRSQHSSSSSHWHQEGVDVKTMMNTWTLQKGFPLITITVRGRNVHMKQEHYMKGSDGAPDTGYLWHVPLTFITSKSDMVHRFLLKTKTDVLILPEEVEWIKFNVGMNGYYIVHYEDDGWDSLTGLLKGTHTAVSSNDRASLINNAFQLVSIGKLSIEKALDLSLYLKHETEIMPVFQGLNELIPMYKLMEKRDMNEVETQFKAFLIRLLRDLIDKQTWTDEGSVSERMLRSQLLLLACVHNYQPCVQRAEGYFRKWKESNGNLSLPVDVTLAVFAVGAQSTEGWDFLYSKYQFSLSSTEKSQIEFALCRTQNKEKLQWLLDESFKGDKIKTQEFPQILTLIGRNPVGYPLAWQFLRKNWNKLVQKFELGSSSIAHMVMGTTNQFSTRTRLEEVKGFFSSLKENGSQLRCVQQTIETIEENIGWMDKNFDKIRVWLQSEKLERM
* = called active by the depositor; nt = no result given.

#	compound	esBAF inh	RAD52 anneal inh	E-selectin induc	Xi reactivation
1	O=C([C@@H]1[C@@H](CO)[C@@H]2Cn3c(ccc(-c4ccc(F)cc4)c3=O)[C@@H]2N1Cc1cocn1)N1CCOCC1	3	-14	-0.5	0.2
2	CC1=NNC(=O)C1CCC(=O)N/N=C/C=C/c1ccccc1 (configuration not stated)	nt	-16	nt	0.1
3	Cc1onc(-c2ccccc2)c1C(=O)Nc1ccc(Cl)cn1	-4	-19	5.4	0.0
4	Cc1ccccc1NC(=O)c1cccc(NC(=O)c2ccco2)c1	6	-17	0.0	0.2
5	Cc1cc(C)cc(NC(=O)CN2CCN(C(=O)C3CCCO3)CC2)c1 (configuration not stated)	nt	4	1.2	0.1
6	Cc1ccc2nc(-c3cccnc3)c(NC3CCCC3)n2c1	2	-8	0.1	0.0
7	CC=Cc1ccc2n(c1=O)C[C@H]1N[C@@H]2[C@@H](C(=O)NC2CCCC2)[C@@H]1CO (mixture of isomers)	nt	2	-0.2	0.0
8	C[C@@H]1CCCCO[C@H](CN(C)C(=O)Nc2ccc(C(F)(F)F)cc2)[C@@H](C)CN([C@H](C)CO)C(=O)c2cc(NC(=O)c3ccccc3)ccc2O1	2	-15	-0.1	-1.1
9	OC1c2c(F)cccc2N=C2CCCCN21 (configuration not stated)	4	-15	-0.1	0.0
10	NS(=O)(=O)c1ccc(CCNC(=O)COC(=O)Cc2ccc(Cl)cc2)cc1	-2	0	nt	0.0
11	O=C(Oc1cccc(C(=S)N2CCOCC2)c1)c1cc([N+](=O)[O-])cc([N+](=O)[O-])c1	nt	-11	nt	0.3
12	Cc1cn([C@H]2C[C@H](O)[C@@H](/C=C/C(=O)NCc3ccc4c(c3)OCO4)O2)c(=O)[nH]c1=O	5	-2	1.2	0.4

#	S100A4 MyoIIA	ERp5 inh	RAD54 inh	ERAP1 HTS inh
1	-16	2	7	-4
2	4	5	nt	0
3	-12	0	-2	-4
4	-5	1	6	nt
5	-8	5	13	-3
6	-12	1	2	1
7	26	-3	nt	3
8	6	-2	-4	-4
9	-2	-5	3	-5
10	-5	3	-9	-7
11	-5	-5	nt	9
12	-4	6	10	1

Next section
#	compound	esBAF inh	RAD52 anneal inh	E-selectin induc	Xi reactivation
13	CCCc1c(-c2cccc(Br)c2)ncn1CCc1ccccc1OC	nt	-7	-0.1	0.2
14	COc1ccc(N(C(=O)CNC(=O)c2ccco2)C(C(=O)NC2CCCCC2)c2ccncc2)cc1 (configuration not stated)	-4	-5	0.2	0.1
15	Cn1c(=NC(=O)c2ccccc2[N+](=O)[O-])sc2cccc(F)c21	24	-11	-0.2	0.0
16	O=C(c1cnn2c(C(F)F)cc(-c3ccccc3)nc12)N1CCN2CCCC2C1 (configuration not stated)	-7	-3	nt	nt
17	CC(=O)N1CCOc2ccc(S(=O)(=O)NCC3CCC(C(=O)Nc4ccc(C)cn4)CC3)cc21 (configuration not stated)	-2	2	nt	0.6
18	COc1ccc2c3c([nH]c2c1)[C@H](CO)N(C(=O)Nc1ccc(F)cc1)CC31CCN(C(=O)Cc2ccccc2)CC1	nt	22	0.5	0.5
19	COc1ccc(-c2nnsc2N2C(=O)c3ccccc3C2=O)cc1	2	-13	nt	-0.1
20	CCc1nc(N)nc(N)c1-c1ccc(NCCN)c([N+](=O)[O-])c1	nt	26	0.0	-0.1
21	CCOC(=O)c1c(-c2ccc(C)o2)csc1NC(=O)CN1CCC(C(N)=O)CC1	nt	-29	nt	0.1
22	Cc1ccccc1N(C(=O)c1snc(C(N)=O)c1N)C(C(=O)NC1CCCC1)c1ccco1 (configuration not stated)	3	-17	nt	0.1
23	COc1ccc(OC)c(NC(=O)c2cccc(NC(=O)c3ccco3)c2)c1	-4	3	0.3	0.0
24	CCCCN(C)CCNC(=O)c1cc(-c2cccnc2)nc2ccc(S(=O)(=O)N3CCC(C)CC3)cc12	7	-16	0.5	0.8

#	S100A4 MyoIIA	ERp5 inh	RAD54 inh	ERAP1 HTS inh
13	1	-7	nt	1
14	-20	5	1	-7
15	4	-5	nt	-1
16	5	-2	-3	2
17	-3	-2	6	-4
18	4	-4	nt	3
19	-4	-10	-6	3
20	3	0	nt	4
21	-6	-5	nt	-2
22	-5	4	5	-12
23	-2	0	-2	13
24	4	-1	-11	-2

(further entries)
#	compound	esBAF inh	RAD52 anneal inh	E-selectin induc	Xi reactivation
25	COC(=O)COc1ccc(C(c2c(C)[nH][nH]c2=O)c2c(C)[nH][nH]c2=O)cc1	6	-3	nt	0.0
26	Cc1ccc(S(=O)(=O)NCCc2ccncc2)cc1C	-4	-15	-3.0	0.0
27	CSCCC(NC(=O)C1CCCCC1)c1nc2ccccc2[nH]1 (configuration not stated)	nt	-5	-0.1	0.0
28	CCC(=Cc1ccc(CC)cn1)CC	3	-8	nt	0.0
29	COC(=O)c1ccccc1NC(=O)c1ccc2c(c1)OCCCO2	26	-15	nt	0.1
30	O=C(c1ccc([N+](=O)[O-])cc1)N(Cc1cccs1)C1CCS(=O)(=O)C1 (configuration not stated)	-5	-7	-0.2	0.0
31	CC(C)c1ccc(NC(=O)/C(C#N)=C/c2ccncc2)cc1	nt	-28	0.6	-0.1
32	Cc1ccc(CNC(=O)CCNS(=O)(=O)c2cccs2)cc1	nt	-10	nt	0.0
33	Cc1noc(C)c1NC(=O)Nc1ccc2c(c1)CC(=O)N([C@@H](C)CO)C[C@@H](C)[C@H](CN(C)S(=O)(=O)c1cccs1)O2	2	-4	12	-1.2
34	O=C1NC[C@H](Cc2ccc(O)cc2)N(C[C@@H]2CCCN2C[C@H](Cc2ccccc2)N2C[C@H](Cc3ccccc3)N(CC3CCCCCC3)C(=O)C2=O)C1=O	nt	5	-0.1	0.0
35	Cc1noc(C)c1S(=O)(=O)N(C)C[C@@H]1Oc2ccc(NC(=O)NC(C)C)cc2CC(=O)N([C@@H](C)CO)C[C@H]1C	1	11	14	0.1
36	Cc1cc(C)c(NC(=O)CN2C(=O)NC3(CCCCC3)C2=O)c(Cl)c1	-8	-10	nt	nt

#	S100A4 MyoIIA	ERp5 inh	RAD54 inh	ERAP1 HTS inh
25	-4	-1	1	-1
26	-5	2	3	-3
27	-2	3	-3	-4
28	-12	0	-3	2
29	-2	0	-6	3
30	0	3	2	1
31	-6	0	-4	-2
32	0	0	-4	-2
33	7	-4	3	0
34	-3	6	nt	-5
35	1	13	-2	2
36	6	-3	4	0

(more compounds)
#	compound	esBAF inh	RAD52 anneal inh	E-selectin induc	Xi reactivation
37	O=C(C[C@@H]1CC[C@@H]2[C@H](COC[C@@H](O)CN2C(=O)c2ccc3c(c2)OCO3)O1)NCCN1CCCCC1	-3	-33	-0.1	0.3
38	CNc1cccc(-c2cccc(O)c2)n1	53*	-6	0.2	0.0
39	COc1ccc2c3c(n(C)c2c1)[C@H](CO)N(Cc1ccccc1F)CC31CN(C(=O)C2CC2)C1	nt	-25	-0.3	0.3
40	CC(C)C(=O)Nc1ccc2c(c1)C(=O)N(C)[C@H]1CC[C@@H](CC(=O)O)O[C@H]1CO2	-5	-8	0.2	0.2
41	Cc1noc(C)c1S(=O)(=O)N(C)C[C@H]1Oc2ccc(NS(=O)(=O)c3ccc(F)cc3)cc2C(=O)N([C@H](C)CO)C[C@@H]1C	-8	-18	-0.4	0.0
42	Cc1ccc(/C=C/S(=O)(=O)NCCC(=O)NCc2ccccc2F)cc1	nt	-14	nt	0.1
43	CC(=O)c1c(C)nn(C(=O)c2cccs2)c1C	2	-5	nt	0.0
44	C[C@H](CO)N1C[C@H](C)[C@@H](CN(C)Cc2ccc(C(=O)Nc3ccccc3N)cc2)Oc2ccc(NC(=O)Nc3ccc(C(F)(F)F)cc3)cc2C1=O	-9	0	4.4	0.1
45	NC(=O)c1cc([N+](=O)[O-])cc2c1C=Cc1ccccc1O2	-8	-2	8.2	0.0
46	O=C(NC(CC(=O)N1CCN(c2ccccc2)CC1)c1ccccc1)c1ccccc1 (configuration not stated)	-4	-67	-0.7	0.1
47	C(=N\Nc1nc2ccccc2[nH]1)/c1cccc2nccnc12	12	-2	-0.2	-0.1
48	COCC(=O)N(C)C[C@H]1Oc2ncc(C#C[C@H](C)O)cc2C(=O)N([C@H](C)CO)C[C@@H]1C	-4	-1	-0.5	0.2

#	S100A4 MyoIIA	ERp5 inh	RAD54 inh	ERAP1 HTS inh
37	8	1	-7	-1
38	-3	-5	-6	2
39	-1	-2	nt	2
40	2	-3	2	-1
41	2	-1	6	4
42	-2	2	-1	1
43	-2	7	4	2
44	-2	0	-4	0
45	1	0	-5	7
46	-1	5	-6	-3
47	0	-3	8	5
48	-3	0	-16	-4

Entries of single compounds, looked up by structure. Order of values: esBAF inh, RAD52 anneal inh, E-selectin induc, Xi reactivation, S100A4 MyoIIA, ERp5 inh, RAD54 inh, ERAP1 HTS inh
Profile of `COc1ccc2c3c(n(C)c2c1)[C@H](CO)N(Cc1ccccc1F)CC31CN(C(=O)C2CC2)C1` : nt, -25, -0.3, 0.3, -1, -2, nt, 2
Profile of `O=C(NC(CC(=O)N1CCN(c2ccccc2)CC1)c1ccccc1)c1ccccc1` (configuration not stated) : -4, -67, -0.7, 0.1, -1, 5, -6, -3
Profile of `Cc1ccc(/C=C/S(=O)(=O)NCCC(=O)NCc2ccccc2F)cc1` : nt, -14, nt, 0.1, -2, 2, -1, 1

The list goes on:
#	compound	esBAF inh	RAD52 anneal inh	E-selectin induc	Xi reactivation
49	Cn1c(N)c(C(=O)COC(=O)/C=C/c2ccccc2)c(=O)n(C)c1=O	-2	-17	0.0	0.0
50	O=C(NC1CCCCCC1)C1CCN(C(=O)c2ccc(Br)cc2)CC1	-3	-9	0.0	0.0
51	Cc1nn2cc(-c3ccc(Cl)cc3)cnc2c1Br	nt	-26	1.8	0.0
52	CCN1CCN(C(=S)NC(=O)/C=C/c2cccs2)CC1	nt	-9	nt	0.0
53	COc1cc(C(=O)NCC(c2cccs2)N2CCc3ccccc32)cc(OC)c1OC (configuration not stated)	-1	4	nt	0.2
54	Cc1ccccc1S(=O)(=O)NCC[C@H]1CC[C@H](NC(=O)C2CCCCC2)[C@@H](CO)O1	4	-3	-0.4	0.2

#	S100A4 MyoIIA	ERp5 inh	RAD54 inh	ERAP1 HTS inh
49	1	0	8	-1
50	-1	1	0	2
51	-2	-7	nt	2
52	-12	3	nt	0
53	-3	2	6	-6
54	-6	0	-6	2
